From PubChem
RGS4 act = RGS4 potentiation or activation. actives 0.92% (n = 310,000). HEK293 M3R/inducible RGS4, carbachol calcium flux Fluo4; hits give low values. B-score at 10 µM;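 active = B-score of the integrated calcium signal more than 4 SD below the library mean, with starting fluorescence not abnormally high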;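 also: negative B-score means reduced calcium response which marks RGS4 activation or potentiation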
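Material: Inducible-RGS4 HEK293 cells carrying M3 receptor; also added: carbachol at ECmax as muscarinic agonist stimulus; incubation: compound preincubation 20 min at room temperature before agonist; signal: Fluo4-AM (2 µM) calcium-flux fluorescence, kinetic read; measure: integrated calcium ratio converted to B score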
Platelet DG rel = platelet dense granule release activity; inhibition, %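 (compounds screened at 7.5 µM in platelet-rich plasma)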; actives 0.22% (n = 300,000); human platelet-rich plasma, SFLLRN dense granule ATP release, luminescence;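 active = mean replicate score, as percent of positive control, at or above 50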
RGS4 block = inhibitors of human RGS4. P49798. HEK293 M3R/RGS4 inducible, Fluo-4 calcium flux; hits give high values; triggered by carbachol at its EC20. B-score at 10 µM. actives 0.45% (n = 310,000). AID 463165;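 active = B-score, a plate-corrected calcium signal, over three deviations above library mean, with baseline fluorescence within five deviations of library mean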;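 also: RGS4 expression induced by doxycycline in cells with stable M3 receptor; B-score is computed from the integrated fluorescence ratio over baseline after carbachol; higher B-score means a larger calcium signal and so more RGS4 inhibition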
TRPC6 act = activates the mouse TRPC6 cation channel; Q61143; HEK293-TRPC6 membrane potential dye fluorescence; hits give high values; B-score at 10 µM; actives 0.13% (n = 310,000); AID 2550;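 active = B-score of the integrated fluorescence ratio above library mean plus 3 SD, and starting fluorescence ratio within library mean plus 5 SD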;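 also: higher score means more depolarization so channel activation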
MrgX1 agonist = agonists of human MrgX1 receptor. MrgX1-HEK293 cells, Fluo-4 calcium fluorescence, agonist mode; hits give high values. B-score at 10 µM. actives 0.44% (n = 310,000);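 active = calcium response B-score plate-corrected fluorescence ratio at least 3 library SD, with starting fluorescence B-score inside 5 SD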
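Material: HEK293 cells stably expressing human MrgX1 receptor | Quantity: 15,000 cells per well | Times: Cells plated overnight, dye loaded 0.5 h 37 °C, 0.5 h room temperature | Measured by: Kinetic Fluo-4 NW fluorescence of intracellular calcium | Control set: Positive and negative controls per plate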
MrgX1 PAM = human MrgX1 positive allosteric modulation, primary screen; B-score at 10 µM; AID 588675; MrgX1-HEK293, Fluo-4 calcium flux, FDSS; hits give high values; Q96LB2; actives 0.63% (n = 310,000);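 active = plate-corrected calcium response at least 3 library SD above typical, normal starting fluorescence, not activating the receptor alone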;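 also: compound read alongside a low EC10 to EC30 dose of BAM8-22 agonist; peak minus trough fluorescence over baseline measured at the second addition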
HIF activator = HIF pathway transcriptional activation; U2OS HRE-luciferase reporter, luminescence; normalized: DMSO 0%, desferrioxamine 100%; activation, % at 7.5 µM (by protocol); actives 0.32% (n = 300,000);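 active = mean activation of at least 10% of the iron chelator positive control signal, with at least half of replicates also reaching 10%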
TRPC6 inhibitor = mouse TRPC6 channel inhibition; Q61143; HEK293-TRPC6, membrane potential dye, ACh-evoked depolarization; hits give low values; B-score at 10 µM; actives 1.1% (n = 310,000);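 active = B-score under library mean minus 3 SD, initial fluorescence not abnormally high, positive integrated signal ratio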;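 also: B-score derived from integrated fluorescence ratio over the kinetic read; more negative B-score means stronger inhibition of depolarization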
MrgX1 antag = blocks BAM8-22 activation of human MrgX1 receptor; Q96LB2; actives 1.3% (n = 310,000); B-score at 10 µM; AID 588676; MRGX1-HEK293 calcium flux, Fluo-4, BAM8-22 antagonism; hits give low values;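 active = calcium-response B-score plate-corrected more than 3 library SD below zero, starting fluorescence within 5 deviations, no agonist response on first addition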;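 also: peak minus trough fluorescence over baseline after final BAM8-22 challenge near maximal dose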
SKKanGAS inh = SKKanGAS growth inhibition. S. pyogenes SKKanGAS, kanamycin growth, BacTiter-Glo, 6 h. inhibition, % at 7.5 µM. actives 1.3% (n = 300,000). AID 1662;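 active = mean replicate score, as percent of positive control median, at least 50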;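 also: strain carries kanamycin resistance gene driven by streptokinase promoter and grows in 40 µg/ml kanamycin; loss of luminescence reflects streptokinase promoter inhibition or plain growth inhibition; 0% = median of DMSO wells and 100% = positive control at its reference dose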
TRPC4 inh = TRPC4 (mouse) channel inhibition; Q9QUQ5; HEK293 TRPC4beta/mu-opioid, DAMGO-evoked Fluo4 calcium flux; hits give low values; B-score at 10 µM; actives 0.39% (n = 300,000); AID 2247;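 active = B-score over 3 SD under the library average, no early fluorescence shift, positive overall ratio signal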
Target sequence (Q9QUQ5 whole entry, looked up): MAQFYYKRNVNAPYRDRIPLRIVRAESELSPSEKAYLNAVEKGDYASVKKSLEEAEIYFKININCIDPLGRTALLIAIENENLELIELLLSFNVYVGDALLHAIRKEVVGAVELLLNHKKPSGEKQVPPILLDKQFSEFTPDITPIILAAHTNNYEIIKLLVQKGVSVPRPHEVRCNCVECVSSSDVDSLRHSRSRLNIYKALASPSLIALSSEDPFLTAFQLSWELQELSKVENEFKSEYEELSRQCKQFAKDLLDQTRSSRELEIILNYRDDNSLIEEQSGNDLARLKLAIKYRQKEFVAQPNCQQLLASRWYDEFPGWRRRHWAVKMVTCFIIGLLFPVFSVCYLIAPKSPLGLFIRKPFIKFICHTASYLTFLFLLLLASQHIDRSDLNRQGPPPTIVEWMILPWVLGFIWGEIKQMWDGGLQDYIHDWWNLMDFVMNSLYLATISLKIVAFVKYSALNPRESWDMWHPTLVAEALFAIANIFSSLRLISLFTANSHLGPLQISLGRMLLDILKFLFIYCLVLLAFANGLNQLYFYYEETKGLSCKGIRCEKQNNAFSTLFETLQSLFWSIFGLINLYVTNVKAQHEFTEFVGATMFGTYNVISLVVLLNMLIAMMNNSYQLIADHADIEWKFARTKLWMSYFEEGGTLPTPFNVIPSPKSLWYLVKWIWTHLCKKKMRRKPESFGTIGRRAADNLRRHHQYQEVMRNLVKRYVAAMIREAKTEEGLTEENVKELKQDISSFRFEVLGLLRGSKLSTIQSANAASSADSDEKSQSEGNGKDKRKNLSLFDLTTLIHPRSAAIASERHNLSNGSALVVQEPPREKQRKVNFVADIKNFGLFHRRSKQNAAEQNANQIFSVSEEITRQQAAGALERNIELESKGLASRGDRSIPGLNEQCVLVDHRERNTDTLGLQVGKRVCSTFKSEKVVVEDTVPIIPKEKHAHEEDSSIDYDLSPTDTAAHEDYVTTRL
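Assay system: HEK293 cells with stable TRPC4beta plus mu-opioid receptor expression; Probe or stimulus: DAMGO in two steps, submaximal then maximal; Dosing: single-point compound dosing; Measured by: Fluo4 calcium-dye fluorescence, kinetic read; Read-out basis: B score from integrated Fluo4 fluorescence ratio.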
Numbers without * were called inactive; i = inactive; . = not tested or not shown.

no.	SMILES	RGS4 act	Platelet DG rel	RGS4 block	TRPC6 act	MrgX1 agonist	MrgX1 PAM	HIF activator	TRPC6 inhibitor	MrgX1 antag	SKKanGAS inh	TRPC4 inh
1	O=C(Nc1cccc(Cl)c1)N1CCOCC1	i	2	i	i	i	i	-2.8	i	i	-1	i
2	CCCNC(=O)N[C@@H](Cc1ccccc1)C(=O)OC	i	-3	i	i	i	i	-0.2	i	i	-11	i
3	CN(C)c1ccc(CNC(=O)c2cc(S(=O)(=O)N3CCCC3)cn2C)cc1	i	41	i	i	i	i	-0.1	i	i	-9	i
4	CCCCCCC/C(C)=N/NC(=O)CC(=O)NCCc1ccccc1	i	0	i	i	i	i	-0.5	i	i	2	i
5	CCC(C)[C@H](NC(=O)C1CC(=O)N(c2ccc3c(c2)OCCO3)C1)C(=O)N1CCCCC1 (some centres undefined)	i	5	i	i	i	i	0.0	i	i	-5	i
6	CCOc1cc(NC(=O)c2ccco2)c(OCC)cc1NC(=O)Cc1cccc(OC)c1	i	3	i	i	i	i	-0.2	i	i	9	i
7	COCCN1C(=O)C(=O)/C(=C(/O)c2ccc(C)cc2)C1c1ccccn1 (centres undefined)	i	1	i	i	i	i	-0.7	i	-7.7*	3	i
8	Cc1ccc(-c2nc(NC(=O)c3nn(C)cc3[N+](=O)[O-])sc2C)cc1	i	22	i	i	i	i	-4.4	i	i	13	i
9	c1ccc(-n2nc3c(ccc4cnnc43)[nH]2)cc1	i	8	i	i	i	i	3.5	i	i	3	i
10	CSCCC(NS(=O)(=O)c1cccc(C(F)(F)F)c1)C(=O)N(C)Cc1ccc2c(c1)OCCO2 (centres undefined)	i	-7	i	i	i	i	-0.2	i	i	5	i
11	CC(C)N1CCN(Cc2ccc3nsnc3c2)CC1CCO (centres undefined)	i	-2	i	i	i	i	0.5	i	i	0	i
12	COc1ccccc1Cn1nnc2c(=O)[nH]c(C3CCN(C(=O)c4ccccc4Cl)CC3)nc21	i	-4	i	i	i	i	0.1	i	i	91*	i
13	CCc1nnc(NC(=O)CSc2ccc(-c3nc4ccc(C)cc4[nH]3)cn2)s1	i	-1	i	i	i	i	1.3	i	i	3	i
14	COc1ccc(S(=O)(=O)N2CCCC(C(=O)NCc3ccccc3)C2)cc1 (centres undefined)	i	0	i	i	i	i	0.0	i	i	-5	i
15	O=C(/C=C/c1ccccc1Cl)NC(=S)Nc1ccccc1C(=O)NC1CCCCC1	i	9	i	i	i	i	-1.1	i	i	3	i
16	CC(C)NC(=O)COc1coc(CN2CCN(Cc3ccccc3)CC2)cc1=O	i	8	i	i	i	i	-1.6	i	i	-3	i
17	COc1ccc(OC)c(NC(=O)C2C3C=CC(C3)C2C(=O)NCc2cccnc2)c1 (centres undefined)	i	-2	i	i	i	i	-0.2	i	i	-10	i
18	Cc1nc(N2CCN(C(=O)c3ccco3)CC2)[nH]c(=O)c1C	i	11	i	i	i	i	0.0	i	i	-7	i
19	Cc1cccc(-c2cc(C(=O)Nc3ccncc3)c3ccccc3n2)c1	i	10	i	i	.	.	-0.7	i	.	0	i
20	CCCn1c(N)c(N(CCOC)C(=O)c2cccc(Cl)c2)c(=O)[nH]c1=O	i	-2	i	i	i	i	0.7	i	i	-1	i
21	O=C(NCCc1cccs1)c1ccc(Cl)c(Cl)c1	i	-2	i	i	i	i	5.5	i	i	2	i
22	O=C(NC1CCCCC1)C(=O)c1c(-c2ccccc2)[nH]c2ccccc12	i	-4	i	i	i	i	0.1	i	i	-4	i
23	O=C(COC(=O)CN1C(=O)NC2(CCCC2)C1=O)Nc1ccc(C(F)(F)F)cc1[N+](=O)[O-]	i	1	i	i	i	i	-0.1	i	i	-15	i
24	COc1ccc(C(CNC(=O)c2ccc3c(c2)OCCO3)N(C)C)cc1 (centres undefined)	i	10	i	i	i	i	0.8	i	i	-2	i
25	CCCN1C(=O)SC(CC(=O)Nc2cccc3ccccc23)C1=O (centres undefined)	i	.	i	i	i	i	.	i	i	.	i
26	CC(=O)Nc1ccc(S(=O)(=O)N(Cc2cccnc2)Cc2cc3ccc(C)cc3[nH]c2=O)cc1	i	16	i	i	i	i	0.1	i	i	1	i
27	COc1nc(N2CCOCC2)nc(-n2cccc2)n1	i	4	i	i	i	i	0.1	i	i	-5	i
28	COC(=O)c1cc(NC(=O)CSc2nc(C)cc(=O)[nH]2)cc(C(=O)OC)c1	i	0	i	i	i	i	-0.3	i	i	4	i
29	O=C(OCc1cccc([N+](=O)[O-])c1)c1cnccn1	i	0	i	i	i	i	0.3	i	i	-3	i
30	Fc1ccccc1-c1nc(-c2ccc(Cl)cc2)no1	i	-4	i	i	i	i	1.7	i	i	-2	i
31	CCn1ncc(/C=N/NC(=O)c2cc(Cl)ccc2OC)c1C	i	0	i	i	i	i	0.2	i	i	-1	i
32	COc1ccc(-c2nn(CC(=O)Nc3ccc(Cl)c(Cl)c3)c(=O)c3ccccc23)cc1	i	-3	i	i	i	i	0.1	i	i	10	i
33	O=C(O)CCC(=O)N1CCN(c2nc(-c3ccccc3)c3cc(Br)ccc3n2)CC1	i	3	i	i	i	i	-1.7	i	i	31	i
34	CCOc1ccc(NC(=O)Cn2nnc(C(=O)NCc3ccc4c(c3)OCO4)c2N)cc1	i	16	i	i	i	i	-0.9	i	i	-1	i
35	Cn1c(=O)n(Cc2ccccc2)c(=O)c2c1nc1n2CCS1	i	3	i	i	i	i	-0.3	i	i	4	i
36	CCN(CC)c1ccc(NC(=O)c2cnc3ccccn3c2=O)c(C)c1	i	-1	i	i	i	i	0.3	i	i	10	i
37	COc1ccc(-n2nc3cc(C)c(NC(=O)CC(C)C)cc3n2)cc1	i	-1	i	i	.	.	.	i	.	-5	i
38	CC1CCC2C(=O)N(c3ccccc3OC(=O)c3ccccc3)C(=O)C2C1 (centres undefined)	i	-1	i	i	i	i	-0.8	i	i	2	i
39	Cc1cc(NC(=O)C2CCCN2C(=O)Nc2c(C)cccc2C)ccc1-n1cnnn1 (centres undefined)	i	1	i	i	i	i	-0.2	i	i	0	i
40	CCOC(=O)CSc1nnc(-c2cccs2)n1-c1ccccc1	i	0	i	i	i	i	-29	i	i	-1	i
41	NNC(=O)COc1cccc2cccnc12	i	6	i	i	i	i	0.6	i	i	2	i
42	Cc1ccc(C(=O)N2CCN(c3ccccn3)CC2)cc1[N+](=O)[O-]	i	-2	i	i	i	i	-0.9	i	i	4	i
43	Cn1c(Sc2ccc(C(=O)O)cc2[N+](=O)[O-])nnc1-c1ccccc1	i	7	i	i	i	i	0.0	i	i	3	i
44	CCCCC(=O)Nc1ccc(Br)cc1C(=O)O	i	-1	i	i	i	i	-0.9	i	i	6	i
45	CCOc1ccc(CN(C)C(=O)c2ccc(=O)[nH]c2)cc1	i	18	i	i	i	i	-11	i	i	1	i
46	N#CC1=C2SC=C(c3ccc(Br)cc3)N2CCCC1=O	i	-8	i	i	i	i	1.7	i	i	41	i
47	Cc1csc(=O)n1CCC(=O)OCC(=O)Nc1cc(Cl)ccc1[N+](=O)[O-]	i	-1	i	i	i	i	-0.3	i	i	-6	i
48	CCOCCCNC(=S)Nc1ccc2nc3n(c(=O)c2c1)CCCCC3	i	19	i	i	i	i	0.9	i	i	-1	i
49	O=C(CCc1ccccc1Cl)NC1CCCN(c2ccc(C(F)(F)F)cn2)C1 (centres undefined)	i	-7	i	i	i	i	0.2	i	i	-3	i
50	Cc1ccc(C)c(NC(=O)CSc2nc3c(oc4ccccc43)c(=O)n2-c2ccccc2)c1	i	1	i	i	i	i	-0.2	i	i	18	i
51	CC(C)(C)c1ccc(/C([O-])=C(/C(=S)NCc2ccco2)[n+]2ccccc2)cc1	i	3	i	i	i	i	1.0	i	i	4	i
52	O=C1NC(NS(=O)(=O)c2ccccc2)(C(F)(F)F)C(=O)N1Cc1ccccc1 (centres undefined)	i	5	i	i	i	i	-0.2	i	i	-7	i
53	O=c1cc(N2CCN(c3cccc(Cl)c3)CC2)[nH]c(=O)n1C1CCCCC1	i	4	i	i	i	i	-0.8	i	i	-4	i
54	O=C(NC1CCN(Cc2ccccc2)CC1)C1CCN(S(=O)(=O)c2ccccc2)CC1	i	-4	i	i	i	i	0.1	i	i	1	i
55	CN1CCN(C(c2cccnc2)c2ccc3cccnc3c2O)CC1 (centres undefined)	i	-1	i	i	i	i	3.2	i	i	-8	i
56	O=C(CN1C(=O)NC2(CCCCC2)C1=O)N(Cc1ccco1)Cc1cccs1	i	6	i	i	i	i	-0.3	i	i	-10	i
57	Cc1ccc(C)c(S(=O)(=O)N2CCCOC2CNC(=O)C(=O)NC2CCCCC2)c1 (centres undefined)	i	-5	i	i	i	i	0.0	i	i	-5	i
58	COc1ccc2c(c1)[nH]c1c(N3CCN(Cc4ccc5c(c4)OCO5)CC3)ncnc12	i	-1	i	i	i	i	0.3	i	-6.1*	11	i
59	O=C(O)C1CCCN(C(=O)NCc2ccccc2)C1 (centres undefined)	i	-2	i	i	i	i	0.1	i	i	-1	i
